Bioassay records from PubChem BioAssay.
KCNH2 3.1 block: inhibitors of human KCNH2 3.1 potassium channel isoform | U2OS KCNH2 3.1, thallium flux FluxOr; hits give low values | activity change, % (tested at about 1.8 µM) | hit rate 0.95% among 340,000 | AID 720553;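 active means maximum activity change below -70%; inconclusive means maximum activity change from -70% to -50%; inactive means maximum activity change above -50%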;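 further: thallium influx rate constant from kinetic fluorescence after stimulation buffer; on the % scale 0 is the no-effect control and ±100 the full control effect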
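Steps: virus added to U2OS suspension (4 h, RT, dark); medium with 10% FBS added, cells plated, 37 C overnight; FluxOr/Red40 loading buffer 45 min RT; stimulation buffer, 2 min kinetic read; rate constant normalized.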
Coupling enz: inhibits coupling enzyme system, counter-screen for aldolase hits. coupling enzyme system counterscreen, AmpLite Red fluorescence. activity change, negative = inhibition, % at 58.2 µM, hits read low. hit rate 0.67% among 290,000. AID 2472; in the data active means activity change below about -30%; further: on the % scale 0 is the no-effect control and ±100 the full control effect
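Coupling enzymes only (glyceraldehyde-3-phosphate) + compound, at 57.5 uM final, 10 min RT; add substrate/coupling/AmpLite Red mix, 20 min RT; fluorescence ex 525/em 598 nm. Actives flag coupling-system interference.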
TRPV1 ag: human TRPV1 agonism; Q8NER1; TRPV1-expressing cells, Fluo-8 calcium influx, agonist mode; activation, % at 8.33 µM; hit rate 0.19% among 320,000; AID 540275; in the data active means activation above about 80%; inconclusive means between about 30% and that limit; further: 0% is about no effect
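Fluo-8 calcium influx in TRPV1-expressing cells, kinetic read (ex 480/em 520 nm). Compound added and read 3 min for agonist activity, followed by capsaicin at EC20 final and 2 min further read for enhancement.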
hERG WT inh: blocks the wildtype human KCNH2 potassium channel; Q12809; U2OS, BacMam KCNH2, thallium flux FluxOr; hits give low values; activity change, % at 1.84 µM; hit rate 0.37% among 340,000;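 active means maximum activity change below -70%; inconclusive means maximum activity change between -70% and -50%; inactive means maximum activity change above -50%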; further: on the % scale 0 is the no-effect control and ±100 the full control effect
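U2OS cells transduced with wild-type KCNH2 virus are loaded with FluxOr dye for 45 min, and thallium flux is measured in kinetic reads before and after stimulation buffer. Rate constants are normalized to DMSO controls.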
S-ASM inh: human S-ASM enzyme inhibition; placental ASM, HMU-PC fluorogenic substrate, 60 min; hit rate 0.006% among 340,000; AID 504937; Potency, µM (titrated, usually from 57.5 µM), for inactives: top-dose activity change, negative = inhibition, usual class: inhibitors; further: potency means the concentration at half of the fitted maximal effect
Target sequence (P17405 47-631 limits assumed): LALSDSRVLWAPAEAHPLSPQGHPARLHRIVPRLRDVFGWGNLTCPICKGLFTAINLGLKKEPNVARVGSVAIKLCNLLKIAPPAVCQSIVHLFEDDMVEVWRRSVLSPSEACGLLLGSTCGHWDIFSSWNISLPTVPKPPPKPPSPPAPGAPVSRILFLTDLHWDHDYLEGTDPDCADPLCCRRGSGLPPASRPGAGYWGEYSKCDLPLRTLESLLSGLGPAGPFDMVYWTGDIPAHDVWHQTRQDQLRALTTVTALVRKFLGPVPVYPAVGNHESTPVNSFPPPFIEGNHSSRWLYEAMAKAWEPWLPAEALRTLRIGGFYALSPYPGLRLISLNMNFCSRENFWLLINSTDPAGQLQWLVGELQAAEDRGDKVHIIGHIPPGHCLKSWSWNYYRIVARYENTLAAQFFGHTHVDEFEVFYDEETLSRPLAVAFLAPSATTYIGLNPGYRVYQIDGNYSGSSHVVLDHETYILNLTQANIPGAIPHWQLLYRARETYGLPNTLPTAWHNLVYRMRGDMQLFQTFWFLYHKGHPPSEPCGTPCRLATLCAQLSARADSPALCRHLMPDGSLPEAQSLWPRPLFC
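Fluorescence read-out (Ex 386 nm, Em 447 nm) after stopping the reaction at pH 10. Enzyme: ASM from human placenta; substrate HMU-PC0, 9 uM final; 60 min, 37 °C. Compound preincubation 10 min, ambient temperature.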
CXXC DNA block: MLL CXXC-DNA interaction inhibition | Potency, µM (titrated, usually from 115 µM), for inactives: at the top dose activity change, negative = inhibition, most hits filed as inhibitors | hit rate 0.037% among 290,000 | MLL-CXXC / FITC-HOXA9 DNA fluorescence polarization | Q03164; active means well fitted inhibition curve with a large enough effect in the polarisation, with a control signal flat, not every such curve was filed as active; inconclusive means small, poorly fitted or top-dose-only effect, or effect the other way, or a change in a side signal; inactive means no such curve, though single readings can be large or run the other way; the % refers to the polarisation; further: potency means the concentration at half of the fitted maximal effect
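Purified MLL-CXXC (added from a 7 uM solution) was preincubated 5 min at ambient with pinned compounds in 50 mM Tris-HCl pH 7.5, 50 mM NaCl, 1 mM DTT, 0.05% BSA. Fluorescein-labeled HOX-A9 DNA (50 nM solution) followed, 30 min, then polarization read.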
A-T KAP1 phos: potential ataxia-telangiectasia treatments restoring KAP-1 phosphorylation; […] A-T fibroblasts, KAP-1 phosphorylation AlphaLISA; neocarzinostatin DNA damage 30 min before lysis; Potency, µM (doses to about 57.5 µM), without a hit: top-dose activation, actives largely listed as activators; hit rate 0.19% among 320,000; further: potency means the concentration at half of the fitted maximal effect; % of control where 0% means no effect; nearly all actives have a fitted effect of over 45% in size
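hTERT-immortalized A-T patient fibroblasts ([…]), 500 cells/well in OPTI-MEM, 1% FBS, got compounds for 60 min, then NCS for 30 min at 37C. Lysates were then assayed for phospho-KAP-1 by AlphaLISA (anti-pKAP1 donor, anti-KAP1 acceptor beads), 6 hr at 25C.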
MBNL1-CUG inh: blocks human MBNL1 binding to CUG repeat RNA | TR-FRET MBNL1-His/biotin-(CUG)12 binding, 665/545 ratio | Potency, µM (series often up to 57.5 µM), for the others: at the top dose activity change, negative = inhibition, most hits filed as inhibitors | hit rate 0.036% among 280,000 | AID 2675; active means well fitted inhibition curve with a large enough effect in the signal ratio, with a control signal flat, not every such curve was filed as active; inconclusive means small, poorly fitted or top-dose-only effect, or effect the other way, or a change in a side signal; inactive means no such curve, though single readings can be large or run the other way; the % refers to the signal ratio; further: potency means the concentration at half of the fitted maximal effect; on the % scale 0 is the no-effect control and ±100 the full control effect
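Compounds (final 92 nM to 58 uM) are added to His-tagged MBNL1 and biotin-(CUG)12, then terbium anti-His antibody and streptavidin-XL665 (5 nM final). After 60 min at room temperature, the 665/545 nm ratio is read.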
GALK inhibitor: inhibitors of human galactokinase | AID 1868 | P51570 | hit rate 0.007% among 270,000 | Potency, µM (doses to about 57.5 µM), for the others: top-dose activity change, negative = inhibition, hits mostly inhibitors | Purified GALK, Kinase-Glo residual ATP luminescence; further: potency means the concentration at half of the fitted maximal effect; on the % scale 0 is the no-effect control and ±100 the full control effect
Target sequence (P51570 whole entry, looked up): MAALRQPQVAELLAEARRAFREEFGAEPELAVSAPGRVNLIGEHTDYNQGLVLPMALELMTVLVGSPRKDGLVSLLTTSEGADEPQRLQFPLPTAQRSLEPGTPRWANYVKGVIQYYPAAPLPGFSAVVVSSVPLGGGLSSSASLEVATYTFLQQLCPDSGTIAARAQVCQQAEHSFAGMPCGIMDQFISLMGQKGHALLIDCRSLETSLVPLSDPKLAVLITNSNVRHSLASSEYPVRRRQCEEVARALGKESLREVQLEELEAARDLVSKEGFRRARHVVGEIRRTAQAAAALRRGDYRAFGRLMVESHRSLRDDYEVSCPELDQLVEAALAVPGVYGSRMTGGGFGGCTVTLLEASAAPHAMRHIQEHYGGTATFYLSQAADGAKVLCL
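Luminescence from leftover ATP (Ultra-Glo luciferase/luciferin) served as read-out after a 1 h room-temperature reaction of 5 nM GALK with 35 uM ATP and 100 uM galactose.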
a7 integrin act: integrin-mediated muscular dystrophy alleviation activation; alpha7betagal myoblasts, beta-gal FDG fluorescence, 48 h; Potency, µM (series often up to 38.3 µM), inactives show top-dose activation, most hits filed as activators; hit rate 0.064% among 350,000;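 further: potency means the concentration at half of the fitted maximal effect; 100% = response of the positive control SU9516; nearly all actives have a fitted effect of over 60% in size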
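Alpha7betagal+/- myoblasts (passage 13) were plated 16-24 hr, then exposed to compounds (1:260 dilution of DMSO stock) for 48 hours at 37C. After MPER lysis, β-galactosidase reporter activity was read as FDG fluorescence (ex 480/em 540) after 30 minutes.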
Starred values were filed as active, the others as inactive; ? = inconclusive; . = no result given; [ ] = another dose, or the depositor's remark. Unless noted, the call rests on the fitted dose curve; in most records, active means well fitted curve in the direction sought with a large enough effect; inconclusive means small, poorly fitted or top-dose-only effect, or another doubt; inactive means no such curve, though single readings can be large; an effect the other way counts as inactive or inconclusive.

SMILES	KCNH2 3.1 block	Coupling enz	TRPV1 ag	hERG WT inh	S-ASM inh	CXXC DNA block	A-T KAP1 phos	MBNL1-CUG inh	GALK inhibitor	a7 integrin act
Cn1nccc1C(=O)N1CCCC(C(=O)c2ccc(C(F)(F)F)cc2)C1 (configuration not stated)	-22	0	-1	-3	0%	23%	1%	-1%	-1%	17%
Cc1cc(C)n(C(=O)c2cc3sccc3[nH]2)n1	14	0	2	-6	-3%	9%	2%	8%	-2%	5%
COc1ccccc1NS(=O)(=O)c1cccc(C(=O)NNC(=O)c2ccc(Cl)nc2)c1	-8	.	.	-1	-3%	.	1%	.	.	-11%
Cc1ccc(-c2csc3ncnc(SCC(=O)O)c23)cc1	-20	19	-2	1	9%	-2%	-3%	-3%	4%	15%
CC1=CC(C)C(/C=N/N=C(N)N)C(C)C1 (configuration not stated)	0	5	5	-3	2%	-2%	1%	-20%	0%	-36%
NC[C@H](Cc1ccccc1)NCCCCC1CCCCC1	.	.	-2	.	4%	.	1%	.	.	-30%
COc1ccccc1/C=N/NC(=O)C(NC(=O)c1ccccc1)=C(C)C	5	-2	3	3	-2%	2%	1%	11%	0%	11%
COc1ccc(NC(=O)c2cc(-c3ccccc3O)n[nH]2)cc1Cl	5	1	-1	26	1%	-3%	37%	259%[activator]	0%	3%
O=C(NNC(=S)NCc1ccco1)c1ccc(S(=O)(=O)N2CCOCC2)cc1	4	7	-1	-3	-3%	-6%	2%	1%	5%	5%
c1ccc(OCCCc2nc(-c3ccccn3)no2)cc1	-12	1	18	3	0%	4%	-2%	9%	0%	11%
Cc1ccc(-n2c(SCc3nc4ccccc4[nH]3)nnc2-c2ccncc2)cc1	-1	7	13	1	3%	7%	6%	-11%	2%	-11%
COc1ccc(NC(=O)CN2C(=O)CSC(C)C2=O)cc1 (configuration not stated)	-6	-1	-1	-26	-2%	12%	3%	3%	0%	-2%
COc1ccc(C(=O)NNC(=S)NC(=O)C(C)(C)C)cc1	-7	-10	?	-8	8%	5%	14%	-6%	3%	-44%
CCOC(=O)c1cc2c(=O)n3ccccc3nc2n(Cc2ccco2)c1=NC(=O)c1ccc(OC)cc1	1	1	-10	-24	247%[activator]	0%	-2%	?	-7%	6%
C1CN(c2nc3nonc3nc2N2C[C@H]3CC[C@H]2C3)CCS1	5	7	0	-2	2%	-1%	-1%	6%	3%	9%
O=CN(Cc1ccccc1)c1cc([N+](=O)[O-])ccc1OCc1ccccc1	-11	.	.	32	-5%	.	.	.	.	1%
Cn1c(=O)[nH]c(=O)c2c1nc(NCc1ccccc1)n2Cc1ccc(F)cc1	-4	4	0	-9	6%	7%	9%	-22%	-5%	?
COc1ccc(N(Cc2ccccc2)S(=O)(=O)c2cccc(C(=O)NCC3CCCO3)c2)cc1 (configuration not stated)	7	.	-14	-2	-3%	.	30%	.	.	5%
CC(C)OC(=O)CSc1nnc2c(n1)[nH]c1ccc(F)cc12	33	2	10	-5	1%	18%	9%	4%	4%	8%
O=C(N1CCOCC1)N1CCN(S(=O)(=O)c2ccc(F)cc2)CC1	2	1	2	-5	-1%	1%	1%	-24%	6%	43%
Cc1cccc(NC2(C(F)(F)F)N=C3SCCN3C2=O)n1 (configuration not stated)	3	3	-10	20	-1%	-11%	.	0%	2%	-18%
CC(=O)C1=C(C)N(Cc2ccccc2)C(=O)N[C@@H]1c1cccc(C(F)(F)F)c1	0	0	13	-3	-24%	3%	-4%	-11%	.	-8%
O=C(NNC(=S)NC1CC2C=CC1C2)c1ccncc1 (configuration not stated)	3	3	7	1	3%	-6%	-13%	-7%	-2%	5%
CN(C)Cc1c(O)ccc2[nH]cnc12	1	3	2	18	3%	-1%	-3%	4%	-4%	26%
CCSc1ncnc2c1sc1nc3c(cc12)COC(C)(C)C3	-6	2	1	-2	.	-3%	-9%	?	0%	19%

Random excerpt: six entries already listed
SMILES	KCNH2 3.1 block	Coupling enz	TRPV1 ag	hERG WT inh	S-ASM inh	CXXC DNA block	A-T KAP1 phos	MBNL1-CUG inh	GALK inhibitor	a7 integrin act
Cc1ccc(-c2csc3ncnc(SCC(=O)O)c23)cc1	-20	19	-2	1	9%	-2%	-3%	-3%	4%	15%
COc1ccc(NC(=O)CN2C(=O)CSC(C)C2=O)cc1 (configuration not stated)	-6	-1	-1	-26	-2%	12%	3%	3%	0%	-2%
CC(C)OC(=O)CSc1nnc2c(n1)[nH]c1ccc(F)cc12	33	2	10	-5	1%	18%	9%	4%	4%	8%
CC1=CC(C)C(/C=N/N=C(N)N)C(C)C1 (configuration not stated)	0	5	5	-3	2%	-2%	1%	-20%	0%	-36%
O=CN(Cc1ccccc1)c1cc([N+](=O)[O-])ccc1OCc1ccccc1	-11	.	.	32	-5%	.	.	.	.	1%
CN(C)Cc1c(O)ccc2[nH]cnc12	1	3	2	18	3%	-1%	-3%	4%	-4%	26%

The list goes on:
SMILES	KCNH2 3.1 block	Coupling enz	TRPV1 ag	hERG WT inh	S-ASM inh	CXXC DNA block	A-T KAP1 phos	MBNL1-CUG inh	GALK inhibitor	a7 integrin act
CCOc1ccc(CCNC(=O)COC(=O)Cc2c[nH]c3ccccc23)cc1OCC	-3	.	10	23	-4%	.	-3%	.	.	-14%
COc1cc(NS(=O)(=O)c2ccc(NC(=O)c3ccc(Cl)cc3Cl)cc2)ncn1	-1	11	-6	-3	-9%	4%	1%	5%	0%	-23%
CCNC(=S)N1CCN(CCN=CC2=C(O)CC(c3ccco3)CC2=O)CC1 (configuration not stated)	0	-2	-5	-2	2%	5%	.	-4%	0%	17%
O=C(Nc1ccc(Cl)cc1)c1ccc2c(c1)OCO2	-2	2	?	-6	-1%	-5%	7%	15%	1%	3%
CCCCc1ccc(NC(=O)CSc2nc(=O)n3cc(C)ccc3n2)cc1	-5	.	4	2	-6%	.	9%	.	.	-53%[inhibitor]
CCN(CC(=O)Nc1ccc(NC(C)=O)cc1)C(=O)C1CC(=O)N(Cc2ccc(C)cc2)C1 (configuration not stated)	-3	.	3	6	8%	.	-11%	.	.	0%
CCN(c1ccc(NC(=O)COC(=O)CCC(=O)c2ccc(F)cc2)cc1)C(C)C	-14	-3	?	-5	-3%	8%	-3%	-9%	-3%	-36%
COc1ccc(O)c(C(=O)c2cnc3onc(C)c3c2)c1	9	-3	-10	4	-1%	-6%	-2%	?	-1%	18%
COc1ccc(NC(=O)CN(C)C(=O)C2CC(=O)N(c3ccc4c(c3)OCCO4)C2)cc1 (configuration not stated)	-6	.	1	-4	5%	.	-1%	.	.	41%
CN1CCN(c2nc(-c3cccnc3)nc3scc(-c4ccccc4)c23)CC1	2	1	10	5	3%	-2%	-1%	4%	0%	8%
COc1ccc(S(=O)(=O)NCc2ccccc2Cl)cc1OC	3	-4	1	-9	1%	4%	-1%	?	-2%	-7%
CC(=O)c1c(C)[nH]c(C(=O)OCC(=O)Nc2ccc3[nH]c(=O)[nH]c3c2)c1C	7	.	0	-2	16%	.	2%	.	.	-9%
COc1ccc(-c2cc3c(=O)n(CC(=O)N4CCCC4)ncn3n2)cc1	-30	.	-3	21	-1%	-2%	-7%	-4%	3%	20%
CCOC(=O)/C(=C\c1ccc([N+](=O)[O-])cc1)C(=O)c1cc(C(C)=O)c(Nc2ccccc2)s1	-1	-3	0	11	-8%	-13%	26%	13%	2%	-55%[inhibitor]
CCOc1cc(C(C(=O)NCC2CCCO2)N(C(=O)Cn2nnc3ccccc32)c2ccc(OC)c(OC)c2)ccc1O (configuration not stated)	-17	-1	3	-12	0%	-4%	-6%	4%	-2%	-2%
COc1ccc(N(C(=O)C(C)C)S(=O)(=O)c2ccc3ccccc3c2)cc1	-8	1	14	-5	1%	10%	5%	4%	-4%	11%
CCN(CC)C(=O)Cn1c(C)c(/C=C/c2cc[n+](C)cc2)c2ccccc21	2	0	-2	4	?	?	-4%	?	-1%	-58%[inhibitor]
COc1ccc(CCNC(=O)c2cn3ccc(C)cc3n2)cc1OC	5	-1	3	4	5%	-5%	3%	.	11%	-1%
O=C(CNC(=O)c1ccccc1)c1ccccc1	3	.	6	-9	0%	.	11%	.	.	33%
